Bioassay records as filed in PubChem BioAssay.
GSK3 alpha inh: blockers of GSK3A enzyme activity – biochemical, luminescence, cell-free homogeneous, HTS, primary screen; GSK-3 alpha kinase, ADP-Glo luminescence, 60 min; inhibition, % at 10 µM; 320,000 compounds, 0.1% hits;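 in the data active means inhibition above about 50%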;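 further: GST-tagged GSK-3 alpha with peptide substrate and 25 µM ATP; 0% = DMSO neutral wells and 100% = GW8510 positive control wells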
Target sequence (P49840 whole entry, looked up): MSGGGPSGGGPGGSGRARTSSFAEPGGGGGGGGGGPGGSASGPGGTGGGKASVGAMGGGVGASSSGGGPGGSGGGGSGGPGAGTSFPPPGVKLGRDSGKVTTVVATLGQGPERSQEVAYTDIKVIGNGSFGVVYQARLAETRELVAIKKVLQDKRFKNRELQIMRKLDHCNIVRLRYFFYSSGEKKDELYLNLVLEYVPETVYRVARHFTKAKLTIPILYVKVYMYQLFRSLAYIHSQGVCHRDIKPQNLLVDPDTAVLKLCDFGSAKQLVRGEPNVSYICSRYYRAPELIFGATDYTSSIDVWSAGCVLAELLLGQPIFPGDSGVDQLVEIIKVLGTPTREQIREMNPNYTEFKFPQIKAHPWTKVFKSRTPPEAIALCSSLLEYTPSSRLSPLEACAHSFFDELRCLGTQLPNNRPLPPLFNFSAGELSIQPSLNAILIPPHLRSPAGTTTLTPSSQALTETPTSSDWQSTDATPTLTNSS
KLF5 inhibitor: KLF5 expression inhibitors, primary screen, DLD-1 cells, luminescence; inhibition, % at 5 µM; DLD-1 KLF5 promoter-luciferase reporter; 290,000 compounds, 0.23% hits; AID 1700, 2009;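 active means inhibition above a per-plate limit of that plate's mean compound inhibition plus 3 SD, cut at about 60% in these data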;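 further: 0% = DMSO wells and 100% = LY294002 at 200 µM; higher means less KLF5 promoter-driven luciferase light; inactives centre near -14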
GSK3beta inhib: human GSK3beta kinase inhibitors, primary screen, biochemical, cell-free homogeneous, HTS; Glycogen synthase kinase-3 beta (Homo sapiens), P49841; GST-GSK3beta kinase, ADP-Glo luminescence, 60 min; hits give low values; activity score (negative = inhibition), % at 10 µM; 300,000 compounds, 0.038% hits;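 active means more than half of replicate wells score below -50%, meaning over 50% inhibition versus plate controls; inconclusive means some replicates but at most half score below -50%; inactive means no replicate scores below -50%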;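 further: 0% = median DMSO wells and -100% = median GW8510 positive control wells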
Target sequence (P49841 whole entry, looked up): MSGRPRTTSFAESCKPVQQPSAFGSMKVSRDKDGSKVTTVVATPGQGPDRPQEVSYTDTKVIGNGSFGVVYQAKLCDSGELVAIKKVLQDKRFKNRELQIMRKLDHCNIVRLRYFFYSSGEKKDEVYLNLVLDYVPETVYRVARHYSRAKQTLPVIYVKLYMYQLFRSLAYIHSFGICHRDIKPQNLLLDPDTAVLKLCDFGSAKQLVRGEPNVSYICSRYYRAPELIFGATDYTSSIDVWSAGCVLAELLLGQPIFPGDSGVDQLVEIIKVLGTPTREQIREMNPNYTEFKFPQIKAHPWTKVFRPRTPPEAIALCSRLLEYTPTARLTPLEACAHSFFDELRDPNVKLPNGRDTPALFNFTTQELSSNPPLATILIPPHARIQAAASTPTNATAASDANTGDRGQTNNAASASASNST
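Test system: GST-tagged human GSK3beta kinase, cell-free; evaluation: activity score scaled between in-plate DMSO and GW8510 controls; measured by: ADP-Glo luminescence; incubation: 60 min reaction, RT; benchmarks: DMSO and 20 µM GW8510; reagent: peptide substrate plus 25 µM ATP (final); medium: Tris/MgCl2 kinase buffer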
IEC-6 cytotox: cytotoxicity in IEC-6 intestinal epithelial cells, primary screen, cytotoxicity control for KLF5 inhibitor project, cell-based, luminescence | inhibition, % at 5 µM | IEC-6 cytotoxicity, luminescence viability | 290,000 compounds, 0.78% hits | AID 1825, 2009; in the data active means inhibition above about 22%;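 further: 0% = plate median of test compound wells and 100% = cytotoxic reference compound wells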
HSF-1 act: HSF-1 activators, primary screen, NIH3T3-HGL cells, MG132 stress, luminescence, single point; NIH3T3-HGL HSF-1 luciferase reporter, 8 h; 100% = twice DMSO control signal; activation, % at 9 µM; 300,000 compounds, 1.7% hits; AID 504408, 2011;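 active means mean replicate activation of at least 50% with a set share of replicates each reaching 50%; inconclusive means only one of those two conditions met; inactive means mean below 50% and too few replicates reaching it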;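 further: 0% = median of the neutral control wells and 100% = twice that signal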
HSF1 inh: HSF1 inhibitors in luciferase reporter cells, primary screen, cell-based, NIH3T3, luminescence; NIH3T3-HGL HSE-luciferase, MG132-induced, luminescence 8 h; hits give low values; activity change, negative = inhibition, % at 7.5 µM (by protocol); 300,000 compounds, 0.77% hits;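 active means more than half of replicate wells show activity change below -50%, luminescence cut by over half; inconclusive means some wells, but at most half, below -50%; inactive means no replicate well below -50%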;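 further: luciferase reports HSF-1 transcriptional activity via heat shock element; 0% = median of DMSO wells and -100% = zero luminescence signal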
aSyn UTR inh: MLPCN primary screen, SNCA 5' untranslated region. alpha-synuclein 5'UTR reporter, inhibitor activity. inhibition, % (tested at 7.5 µM). 300,000 compounds, 0.82% hits. AID 1813, 2009; in the data active means inhibition above about 60%; inconclusive means no clear call, values can overlap the other calls;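 further: H4 neuroglioblastoma cells stably carrying SNCA 5'UTR luciferase fusion; 0% = DMSO wells and 100% = positive control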
HSP90 refold inh: HSP90 inhibitors, primary screen, cell lysate, luminescence; Rabbit reticulocyte lysate, luciferase refolding luminescence, 3 h; inhibition, % at 5.6 µM; 290,000 compounds, 0.91% hits; Heat shock protein HSP 90 (rabbit reticulocyte lysate; luciferase refolding); AID 1789, 2009;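 active means inhibition above the screen-wide mean plus 3 SD, computed separately per campaign, cut at about 16% in these data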;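 further: 0% = DMSO wells and 100% = 60 µM geldanamycin wells; inhibitors lower the luminescence because luciferase stays unfolded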
DYRK1A inh: rat Dyrk1A kinase inhibitors, primary screen, biochemical, single point, plate reader; 310,000 compounds, 0.43% hits; inhibition, % at 12.5 µM; ADP-Glo luminescence, NFATc1 peptide; Dual specificity tyrosine-phosphorylation-regulated kinase 1A (Rattus norvegicus), Q63470; in the data active means inhibition above about 50%;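 further: plate controls were vehicle with enzyme for no effect and no enzyme for full effect; many of its hits are not listed in these tables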
Platelet DG rel: inhibitors of platelet dense granule secretion, primary screen, cell-based, MLPCN, human platelets | human platelet-rich plasma, SFLLRN dense granule ATP release, luminescence | inhibition, %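 (compounds screened at 7.5 µM in platelet-rich plasma)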 | 300,000 compounds, 0.22% hits;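 active means mean replicate score, as percent of positive control, at or above 50; inconclusive means mean below 50 but at least one replicate at or above 50; inactive means mean and every replicate below 50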
Active calls of the source: *; ? = inconclusive; . = not tested or not shown. An excerpt (hit frequency here may not be typical).

SMILES | GSK3 alpha inh | KLF5 inhibitor | GSK3beta inhib | IEC-6 cytotox | HSF-1 act | HSF1 inh | aSyn UTR inh | HSP90 refold inh | DYRK1A inh | Platelet DG rel
CCOC(=O)c1[nH]c(C)c(C(=O)Nc2cccc(Cl)c2C)c1C | 0 | 6 | 0 | 2 | 19 | 10 | -36 | -2 | -2 | 5
CCc1nnc(NC(=O)CSc2nnc(Cc3ccccc3)n2Cc2ccccc2)s1 | . | -13 | 2 | -6 | 13 | 1 | -4 | -1 | -2 | 3
Cc1onc(-c2ccccc2)c1C(=O)O/N=C(\N)c1ccc([N+](=O)[O-])o1 | -1 | -12 | 6 | 17 | ? | 27 | -136 | 2 | 3 | 4
Oc1ccc(Cl)cc1C=Nc1ccc2c3c(cccc13)CC2 | . | 0 | 1 | 11 | 4 | 3 | 3 | 1 | 0 | 11
COCCCN=Cc1c(C)[nH]n(-c2ccc(Br)c(C)c2)c1=O | 0 | -126 | 3 | 2 | -26 | -11 | -57 | 18* | -2 | 7
CCSc1ncc(C#N)c(N)n1 | 1 | 5 | -2 | 3 | -14 | 2 | 11 | 0 | 3 | 4
CCN(CC(=O)NC)S(=O)(=O)c1ccc(C)cc1 | -1 | 9 | -1 | -1 | -8 | -10 | 3 | 3 | 2 | -2
CS(=O)(=O)N(CCCC(=O)N1CCCCCC1)c1cccc(Cl)c1 | 1 | -23 | -1 | -2 | 2 | 0 | 2 | 1 | 6 | -6
O=C(NC(=S)N1CCc2ccccc21)c1ccccc1Cl | -1 | -54 | 1 | -3 | -5 | 8 | -54 | 6 | 5 | 2
COc1cccc(-c2c(C(=O)N/N=C(\C)c3cccs3)nnn2-c2nonc2N)c1 | 43 | 8 | -10 | -3 | 2 | -7 | 18 | 2 | -1 | 6
CCCN1CCc2c(sc(NC(=S)NC(=O)c3ccccc3)c2C#N)C1 | -2 | -101 | 0 | -2 | . | . | -140 | 1 | 0 | 0
Cc1ccc(-c2nnc(Nc3ccc(OCC(N)=O)cc3)c3ccccc23)cc1S(N)(=O)=O | -1 | -11 | -1 | -1 | 31 | 2 | 10 | 0 | -1 | 6
CCN(C(=O)CSc1nnc(-c2ccccc2)o1)c1c(N)n(Cc2ccccc2)c(=O)[nH]c1=O | 0 | 4 | 2 | -3 | -11 | -4 | 0 | -7 | 1 | -8
CC(C)(C)c1ccc(S(=O)(=O)CC(O)CSc2nc3c(cc2C#N)CCCC3)cc1 (stereo not drawn) | -3 | -26 | -3 | -5 | 42 | 9 | 7 | -5 | -5 | -9
O=C(/C=C/c1ccccc1)N/C(=C/c1ccccc1)C(=O)Nc1ccc(C(=O)O)cc1 | -1 | -48 | -23 | 1 | -6 | -3 | -8 | 2 | 1 | 11
CCOc1ccc(CCNC(=O)CCn2ccc3cc(S(=O)(=O)N4CCCC4)ccc32)cc1 | 2 | 5 | 2 | -5 | 12 | 5 | 7 | -4 | 4 | 7
COc1ccccc1Oc1coc2c(CN3CCOCC3)c(O)ccc2c1=O | 0 | 2 | 0 | 0 | -10 | -3 | -4 | 0 | 8 | 14
Oc1ccccc1-c1nnc(COc2ccccc2)o1 | . | -68 | 0 | -6 | 6 | 7 | -88 | -3 | 5 | 0
CCN(C(=O)N1CCOCC1)c1ccccc1C | -2 | 2 | -2 | -4 | 5 | -5 | -14 | -1 | 15 | -1
CN(c1ccccc1)S(=O)(=O)c1ccc2[nH]c(=O)oc2c1 | -3 | -6 | 1 | 0 | 4 | -1 | 22 | -2 | 2 | -7
CCOC(=O)c1c(C2CC2)csc1NC(=O)COC(=O)CCS(=O)(=O)c1ccc(C)cc1 | 0 | 10 | 4 | 15 | 15 | -10 | 33 | 3 | 10 | -12
CCOc1ccccc1-n1c(SCC(N)=O)nnc1-c1ccc(O)cc1 | -4 | -10 | -1 | -2 | 11 | -3 | 0 | -2 | 0 | -9
O=C(COC(=O)c1ccc(Cl)c([N+](=O)[O-])c1)Nc1ccccc1OC(F)F | 1 | -25 | -1 | 2 | 5 | 2 | -41 | 5 | 2 | 11
O=C(Nc1ccc(Cl)cc1)C1CCCN(S(=O)(=O)c2cnc[nH]2)C1 (stereo not drawn) | -1 | 6 | 2 | 2 | 1 | -4 | -3 | -1 | 10 | -4
O=C1CCC([N+](=O)[O-])C(c2ccc3c(c2)OCO3)N1 (stereo not drawn) | 3 | -19 | 0 | 8 | 3 | -7 | -15 | 5 | -3 | -3
CCOC(=O)c1c(COC(=O)c2ccco2)nc2ccccc2[n+]1[O-] | -2 | -12 | 2 | 6 | 2 | 1 | 7 | 4 | -1 | -17
O=C(O)CCCCNS(=O)(=O)/C=C/c1ccccc1 | 14 | -15 | 1 | -2 | 5 | -1 | 10 | 2 | . | -3
CCC12CN(C(=O)c3ccco3)CC(CC)(CN(C(=O)c3ccco3)C1)C2=O | 2 | -16 | -2 | -2 | -3 | -8 | -11 | -1 | 0 | -4
Cc1ccc(F)cc1NC(=O)c1cccc2nccnc12 | -1 | -34 | -3 | 8 | 4 | -1 | -55 | -2 | 16 | -4
CCN(CC)CCN(CC(=O)N(C1CCCCC1)C1CCCCC1)C(=O)c1ccco1 | -3 | 10 | 2 | -5 | 17 | 2 | -27 | 3 | -4 | -4
O=C(Nc1nc(=O)c2ccccc2s1)c1ccc(F)cc1 | -2 | 5 | -3 | -1 | -16 | -12 | -264 | -6 | -4 | 1
Cc1cc(=O)[nH]c(Nc2ccccc2C)n1 | -1 | -3 | -2 | 5 | -18 | 0 | 6 | 2 | -3 | -2
Cc1nn(C)c(C)c1NC(=O)CCl | 0 | -4 | -5 | 6 | 0 | 7 | -26 | -1 | -2 | -3
CC1CN(CCc2ccccc2)c2nc3c(c(=O)n(C)c(=O)n3C)n2C1 (stereo not drawn) | 4 | -17 | -4 | -4 | 14 | 0 | -10 | -2 | . | 9
Cc1ccc(NC(=O)CN(C)Cc2nc3c(Br)cc(Br)cc3c(=O)[nH]2)cc1 | -2 | -10 | 3 | 1 | -6 | -3 | 6 | 5 | 9 | -11
O=C(Oc1ccc2ccc(O)cc2c1)C1CCCCC1 | 0 | 16 | -2 | -6 | 6 | 1 | 11 | -2 | 5 | 1
Clc1ccc2oc(-c3cccnc3)nc2c1 | -3 | -63 | 0 | -1 | 22 | 16 | -119 | 1 | -8 | -2
Cc1ccc(S(=O)(=O)N2CCN(C(=O)CN3C(=O)NC4(CCCC4)C3=O)CC2)c(C)c1 | -4 | . | -3 | . | -2 | -8 | 13 | . | 2 | 3
CC(C)C1Cc2c(sc3[nH]c(=S)n(Cc4ccccc4)c(=O)c23)CO1 (stereo not drawn) | -2 | 4 | -2 | 0 | 8 | 1 | 28 | 0 | 33 | -10
Cc1ccc(N2CC(=O)N(NC(=O)CN3CCN(c4ccccc4)CC3)CC2=O)cc1 | -2 | -21 | 4 | 1 | 9 | -8 | -7 | 0 | 8 | -21
CCN(Cc1ccccc1)c1ccc(/C=N/NC(=S)NC(C)C)cc1 | -1 | -6 | -3 | -2 | ? | 22 | 24 | -6 | -5 | 5
CCOC(=O)c1c(N)nn(C(=O)c2ccccc2F)c1-c1ccc(OC)cc1 | 3 | 8 | -2 | 4 | 6 | -3 | -7 | -1 | . | 4
CC(C)(C)NC(=O)CN(C(=O)c1snc(C(=O)NC2CCCCC2)c1N)c1ccc(F)cc1 | 1 | 7 | 2 | 9 | -11 | -4 | 11 | -1 | 1 | 1
Fc1ccc(CSc2nnc(Cc3sc(-c4ccccc4)nc3-c3ccccc3)o2)cc1 | 0 | 5 | -2 | 0 | 13 | 6 | 15 | 2 | -2 | -4
Fc1ccc(/C=N\Nc2cccc(F)c2)cc1 | -1 | -3 | -2 | -1 | -44 | -33 | 22 | -2 | 13 | 2
COc1cccc(CN2CCN(C(=O)c3cc(-c4cccnc4)nc4ccc(C)cc34)CC2)c1 | -2 | -31 | 0 | -1 | 20 | -16 | 4 | -2 | . | -5
Cc1cc(C=O)c(C)n1-c1ccc(NC2CCCC2)c([N+](=O)[O-])c1 | -3 | . | 0 | . | 7 | -3 | 39 | . | -5 | -1
O=C(NC1CCCC1)c1cccc(Cn2cc([N+](=O)[O-])cn2)c1 | -1 | -22 | 0 | 4 | -2 | 0 | 7 | 1 | -4 | 0
CCOc1ccc(NC(=O)N2CCC(NC(=O)C(Cc3cccc(F)c3)NC(C)=O)CC2)cc1 (stereo not drawn) | -1 | -15 | -2 | 1 | -18 | -17 | -16 | -1 | -2 | 3
CCOc1ccc(-n2cc(C(=O)Nc3cccc(C)n3)c3cc(OC)c(OC)cc3c2=O)cc1 | -4 | 20 | 0 | 1 | 18 | 9 | 13 | -1 | 5 | -9
CCOc1ccc(NC(=S)NNc2ccnc3cc(Cl)ccc23)cc1 | -1 | -6 | -4 | 0 | -5 | -9 | -37 | 2 | 4 | -10
Cc1ccc2[nH]c3c(=O)n(CC(=O)NCCCN4CCN(c5ccc(F)cc5)CC4)ncc3c2c1 | 0 | 3 | 0 | 4 | -3 | -1 | 9 | -4 | -5 | 1
CC1CN(C2CCN(S(=O)(=O)c3ccccc3)CC2)CC(C)O1 (stereo not drawn) | -1 | -8 | 2 | 2 | 19 | 0 | 14 | 0 | 3 | -2
CCc1ccc2[nH]c(=O)c(-c3ccccc3)c(O)c2c1 | -1 | -42 | -2 | 2 | -12 | -3 | 19 | -4 | . | 4
CC1(C)CC(=O)C(C(C#Cc2ccccc2)C2=C(O)CC(C)(C)CC2=O)=C(O)C1 | -5 | -25 | 1 | 6 | 3 | 7 | -14 | 0 | 0 | 5
CC(=O)c1cccc(NC(=S)NNC(=O)c2ccco2)c1 | -4 | -40 | 3 | 6 | 2 | 5 | -55 | -2 | 2 | 6
C/C(=N/NS(=O)(=O)c1ccc(C)cc1)c1cccc(NC(=O)c2cccc(Cl)c2)c1 | -1 | -27 | 1 | 1 | 2 | 6 | -33 | -2 | 1 | 9
COc1ccc(C(=O)NCC(=O)N/N=C/C=C/c2ccccc2)cc1OC | . | -72 | 0 | 0 | 13 | 7 | -16 | 2 | -1 | -2
COC(=O)Nc1nncs1 | 0 | -30 | 2 | -1 | 14 | -6 | 5 | 1 | 1 | 7
